# MLL CXXC-DNA inh = inhibitors of human MLL CXXC domain-DNA interaction; Potency, µM (titrated, usually from 115 µM), for the others: at the top dose activity change, negative = inhibition, most hits filed as inhibitors; MLL-CXXC / FITC-HOXA9 DNA fluorescence polarization; AID 2662; actives 0.037% (n = 290,000); Q03164; active means well fitted inhibition curve with a large enough effect in the polarisation, with a control signal flat, not every such curve was filed as active; inconclusive means small, poorly fitted or top-dose-only effect, or effect the other way, or a change in a side signal; inactive means no such curve, though single readings can be large or run the other way; the % refers to the polarisation; further: potency means the concentration at half of the fitted maximal effect
#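 Steps: dispense CXXC domain solution (7 uM) → pin compounds or unlabeled HOX-A9 DNA control → 5 min ambient → add FLSN-HOX-A9 solution (50 nM) → spin → 30 min ambient → fluorescence polarization. Tris pH 7.5/NaCl/DTT/BSA buffer.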
# FBPA coupling cs = coupling enzyme interference in Giardia aldolase counter-screen; actives 0.67% (n = 290,000); activity change, negative = inhibition, % at 58.2 µM, hits read low; coupling enzyme system counterscreen, AmpLite Red fluorescence; AID 2472; in the data active means activity change below about -30%; further: on the % scale 0 is the no-effect control and ±100 the full control effect
#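 Counterscreen lacking aldolase: glyceraldehyde-3-phosphate coupling-enzyme reagent preincubated 10 min at RT with compound (at 57.5 uM final), then substrate/coupling system with AmpLite Red added; fluorescence read at 525/598 nm after 20 min RT.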
# Numbers without * were called inactive; ? = inconclusive; · = no result given; & = joins results of further samples; [ ] = another dose, or the depositor's remark.
# Under each structure – MLL CXXC-DNA inh	FBPA coupling cs
- CC(=O)N[C@@H](CCC(=O)O)C(=O)O
→ ?	·
- C[C@]12CC[C@@H]3c4ccc(O)cc4CC[C@H]3[C@@H]1C[C@H](O)C2O (stereo not given in full)
→ 4%	·
- CCCc1ccc(C(=O)O)cc1
→ -5%	·
- N[C@H](COP(=O)(O)O)C(=O)O
→ -3%	·
- NC(=O)CC[C@@H](N)C(=O)O
→ -6%	·
- Cc1nc(Nc2ncc(C(=O)Nc3c(C)cccc3Cl)s2)cc(N2CCN(CCO)CC2)n1
→ 6%	·
- CCOC(=O)Cc1ccc(-c2ccccc2)cc1
→ 5%	·
- CC(C)C(=O)OCC(=O)[C@@]12OC(C3CCCCC3)O[C@@H]1CC1C3CCC4=CC(=O)C=C[C@]4(C)C3[C@@H](O)C[C@@]12C (stereo not given in full)
→ 7%	·
- CCCCCCOC(=O)c1cccnc1
→ 4%	·
- CN1CC(=O)N2C(Cc3c([nH]c4ccccc34)[C@H]2c2ccc3c(c2)OCO3)C1=O (stereo not given in full)
→ 17%	·
- CNC(=O)[C@H]1O[C@@H](n2cnc3c(N)ncnc32)[C@H](O)[C@H]1O
→ 21%	·
- C[C@H]1[C@@H](OC(=O)CCC(=O)O)OC2OC3(C)CC[C@H]4[C@H](C)CC[C@@H]1[C@@]24OO3 (stereo not given in full)
→ 1%	·
- CC1=C(C(=O)OC(C)C)C(c2cccc([N+](=O)[O-])c2)C(C(=O)OC2CN(C(c3ccccc3)c3ccccc3)C2)=C(N)N1 (stereo not given)
→ -4%	·
- C/C1=C2/[N-]C(C(CC(N)=O)[C@@]2(C)CCC(=O)NCC(C)OP(=O)([O-])O[C@H]2[C@@H](O)[C@@H](n3cnc4cc(C)c(C)cc43)O[C@@H]2CO)[C@]2(C)N=C(/C(C)=C3N=C(/C=C4N=C1C(CCC(N)=O)C\4(C)C)[C@@H](CCC(N)=O)[C@]\3(C)CC(N)=O)[C@@H](CCC(N)=O)[C@]2(C)CC(N)=O.CC(=O)O.[Co] (stereo not given in full)
→ -16%	·
- CN=C1C=CC(=C(c2ccc(N(C)C)cc2)c2ccc(N(C)C)cc2)C=C1
→ -1%	·
- Oc1cn2c(n1)Nc1ccc(Cl)c(Cl)c1C2
→ -1%	·
- N#CCC(=O)NN
→ -5%	·
- C#C[C@]1(O)CC[C@H]2[C@@H]3CCC4=CCCC[C@@H]4[C@H]3C(=C)C[C@@]21CC
→ -7%	·
- O=C(O)/C=C/c1ccccc1
→ 20%	·
- OC[C@H]1O[C@@H](n2cnc3c(NC4CCCC4)ncnc32)[C@H](O)[C@H]1O
→ 2%	·
- NCCCCNS(=O)(=O)c1cccc2c(Cl)cccc12
→ 1%	·
- CO[C@H]1OC2O[C@@]3(C)CC[C@H]4[C@H](C)CC[C@@H]([C@H]1C)[C@@]24OO3 (stereo not given in full)
→ 14%	·
- CCc1oc2ccccc2c1C(=O)c1cc(I)c(O)c(I)c1
→ -2%	·
- CCc1ncnc2cc(OC)c(OC)cc12
→ -12%	·
- CNC(=O)[C@H]1O[C@@H](n2cnc3c(NCc4ccc(N)cc4)ncnc32)[C@H](O)[C@H]1O
→ -11%	·
- CCCCC(CC)COS(=O)(=O)O (stereo not given)
→ 20%	·
- O=C1C(=O)c2ncccc2-c2cccnc21
→ 4%	·
- CCCOC(=O)c1ccccc1O
→ 9%	·
- O=[N+]([O-])c1ccc(CSc2ncnc3c2ncn3[C@@H]2O[C@H](CO)[C@H](O)[C@H]2O)cc1
→ -10%	·
- NC(=S)c1ccc[n+]([C@@H]2O[C@@H](COP(=O)([O-])OP(=O)(O)OC[C@H]3O[C@@H](n4cnc5c(N)ncnc54)[C@H](OP(=O)(O)O)[C@H]3O)C(O)C2O)c1 (stereo not given in full)
→ -3%	·
- Cc1ccc(/C=C2/C(=O)C3(C)CCC2C3(C)C)cc1 (stereo not given)
→ 16%	·
- CC(C)(C)CC(C)(C)c1cc(Cc2cc(C(C)(C)CC(C)(C)C)cc(-n3nc4ccccc4n3)c2O)c(O)c(-n2nc3ccccc3n2)c1
→ 11%	·
- CO/N=C(\C(=O)N[C@@H]1C(=O)N2C(C(=O)[O-])=C(C[n+]3cccc4c3CCC4)CS[C@H]12)c1csc(N)n1
→ 10%	·
- Cc1ccc(-c2ncc(Cl)cc2-c2ccc(S(C)(=O)=O)cc2)cn1
→ 0%	·
- NC(C(=O)O)C(O)c1ccc(O)c(O)c1 (stereo not given)
→ -14%	·
- CSc1nc(N)c2ncn([C@@H]3O[C@H](COP(=O)(O)OP(=O)(O)OP(=O)(O)O)[C@H](O)[C@H]3O)c2n1
→ -13%	·
- C[C@]12CC[C@H]3c4ccc(O)cc4CC[C@@H]3[C@H]1CC[C@@H]2OP(=O)(O)O
→ 4%	·
- NC(=O)C(=O)N/N=C/c1ccc([N+](=O)[O-])o1
→ -5%	·
- CC(C)Cc1ccc(CC(=O)O)cc1
→ 4%	·
- CCCCC#Cc1nc(N)c2ncn([C@@H]3O[C@H](C(=O)NCC)[C@@H](O)[C@H]3O)c2n1
→ -1%	·
- COc1cc(C(=O)N2CCCCCCC2)cc(OC)c1OC
→ 4%	·
- COc1nc(N)nc2c1ncn2[C@@H]1O[C@H](CO)[C@@H](O)[C@@H]1O
→ -9%	·
- Nc1nc(Nc2ccccc2)nc2c1ncn2[C@@H]1O[C@H](CO)[C@H](O)[C@H]1O
→ 5%	·
- Cc1cc(=O)c(C(=O)N[C@@H](C(=O)N[C@@H]2C(=O)N3C(C(=O)O)=C(CSc4nnnn4C)CS[C@H]23)c2ccc(O)cc2)c[nH]1
→ 3%	·
- CCC(C)C1NC(=O)C(Cc2ccc(O)cc2)NC(=O)C(N)CSSCC(C(=O)N2CCCC2C(=O)NC(CC(C)C)C(=O)NCC(N)=O)NC(=O)C(CC(N)=O)NC(=O)C(CCC(N)=O)NC1=O (stereo not given)
→ 7%	1
- O=C1OC(OC(=O)c2cccnc2Nc2cccc(C(F)(F)F)c2)c2ccccc21 (stereo not given)
→ -1%	-5
- O=S1(=O)c2cccc3cccc(c23)N1CCCN1CCN(c2ccc(F)cc2)CC1
→ 11%	-1
- OCCN1CCN(CCC=C2c3ccccc3Sc3ccc(Cl)cc32)CC1
→ -9%[51.4 µM]	-3
- Nc1nc2c(c(=O)[nH]1)N(C=O)[C@H](CNc1ccc(C(=O)N[C@@H](CCC(=O)O)C(=O)O)cc1)CN2
→ -6%[51.4 µM]	0
- O=C(OCCOCCO)c1ccccc1Nc1cccc(C(F)(F)F)c1
→ -11%[51.4 µM]	0
- CCC(=O)c1c(O)cc(O)cc1O
→ -1%	-1
- CCOC(=O)n1ccn(C)c1=S
→ -15%[51.4 µM]	0&3
- CC(C)N1CCN(c2ccc(OC[C@@H]3CO[C@@](Cn4cncn4)(c4ccc(Cl)cc4Cl)O3)cc2)CC1
→ -1%[51.4 µM]	2
- CC1(Cn2ccnn2)[C@H](C(=O)O)N2C(=O)C[C@H]2S1(=O)=O (stereo not given in full)
→ 1%	-1
- CN(CCCN1c2ccccc2CCc2ccccc21)CC(=O)c1ccc(Cl)cc1
→ -3%	0
- Cc1c(C)c2c(c(C)c1O)CCC(C)(CCCC(C)CCCC(C)CCCC(C)C)O2 (stereo not given)
→ -6%	0
- COc1cc2c(cc1OC)C(C(C(=O)N(CCc1ccc(OC)c(OC)c1OC)CCc1ccc(OC)c(OC)c1OC)c1ccccc1)=NCC2 (stereo not given)
→ 0%	-11
- CCOC(=O)Oc1c(OC)cc(C(=O)O[C@H]2C[C@H]3CN4CCc5c([nH]c6cc(OC)ccc56)[C@@H]4C[C@H]3[C@@H](C(=O)OC)[C@@H]2OC)cc1OC
→ 10%[51.4 µM]	-4
- O=C(O)CCC/C=C\C[C@@H]1[C@@H](/C=C/[C@@H](O)COc2cccc(C(F)(F)F)c2)[C@H](O)C[C@@H]1O
→ -2%	-1
- COc1c(O[C@H]2O[C@@H](CO)[C@@H](O)[C@@H](O)[C@@H]2O)cc2c(c1OC)-c1ccc(SC)c(=O)cc1[C@H](NC(C)=O)CC2
→ -3%[51.4 µM]	3

# Remaining list, next part
# Under each structure – MLL CXXC-DNA inh	FBPA coupling cs
- CCc1ccc(S(=O)(=O)O)cc1
→ -7%	-2
- C[N+](C)(C)CC[N+]1(C)Cc2c(Cl)c(Cl)c(Cl)c(Cl)c2C1
→ -7%	0
- COc1ccc([C@@H]2CC(=O)c3c(O)cc(O[C@H]4O[C@@H](CO[C@H]5O[C@@H](C)[C@@H](O)[C@@H](O)[C@@H]5O)[C@@H](O)[C@@H](O)[C@@H]4O)cc3O2)cc1O
→ 0%[51.4 µM]	3
- CCCCCCCCCCCCSCCOCCO
→ 3%	0
- C[N+]12CCC(CC1)[C@@H](OC(=O)C(O)(c1ccccc1)c1ccccc1)C2
→ 0%[51.4 µM]	0
- CCC(=O)O[C@@H]1[C@H](C)O[C@H](O[C@H]2[C@@H](N(C)C)[C@H](O)[C@@H](O[C@@H]3[C@@H](CC=O)C[C@@H](C)[C@@H](O)/C=C\C=C/C[C@@H](C)OC(=O)C[C@@H](OC(=O)CC)[C@H]3OC)O[C@H]2C)C[C@]1(C)O
→ 2%[51.4 µM]	1
- CO[C@H]1[C@@H](OC(N)=O)[C@H](O)[C@@H](Oc2ccc3c(O)c(NC(=O)c4ccc(O)c(CC=C(C)C)c4)c(=O)oc3c2C)OC1(C)C
→ -4%[51.4 µM]	1
- COc1cc(C2c3cc4c(cc3C(O[C@@H]3OC5COC(c6cccs6)OC5C(O)C3O)C3COC(=O)C23)OCO4)cc(OC)c1O (stereo not given in full)
→ 4%	-5
- Cc1cccc(C)c1NC(=O)C[N+](C)(C)C
→ 0%	-1
- COc1cc(OC)cc(OC)c1
→ 0%	0
- O=C(Oc1ccccc1C(=O)O)c1ccccc1O
→ 2%	5
- C=CCSSSCC=C
→ -7%	0
- CO[C@]1(NC(=O)C2SC(=C(C(N)=O)C(=O)O)S2)C(=O)N2C(C(=O)O)=C(CSc3nnnn3C)CS[C@H]21 (stereo not given in full)
→ -4%[51.4 µM]	6
- C/C1=C2N=C(/C=C3N=C(/C(C)=C4\[N-]C(C)(C5N=C1C(C)(CCC(=O)NCC(C)OP(=O)([O-])O[C@H]1C(O)C(n6cnc7cc(C)c(C)cc76)O[C@@H]1CO)C5CC(N)=O)C(C)(CC(N)=O)C4CCC(N)=O)C(C)(CC(N)=O)C\3CCC(N)=O)C(C)(C)C/2CCC(N)=O.[CH2-]C1OC(n2cnc3c(N)ncnc32)C(O)C1O.[Co] (stereo not given in full)
→ 10%	-24
- O=C1c2ccccc2S(=O)(=O)N1CCCCN1CCN(c2ncccn2)CC1
→ -6%	6
- CN1CCC[C@@H](CC2c3ccccc3Sc3ccccc32)C1
→ 6%[51.4 µM]	0

# Two entries picked at random from the list so far, as already listed:
# Under each structure – MLL CXXC-DNA inh	FBPA coupling cs
- CO[C@H]1[C@@H](OC(N)=O)[C@H](O)[C@@H](Oc2ccc3c(O)c(NC(=O)c4ccc(O)c(CC=C(C)C)c4)c(=O)oc3c2C)OC1(C)C
→ -4%[51.4 µM]	1
- CCc1ccc(S(=O)(=O)O)cc1
→ -7%	-2

# An excerpt of these results, with tabs:
structure	MLL CXXC-DNA inh	FBPA coupling cs
O=C(O)CCC/C=C\C[C@@H]1[C@@H](/C=C/[C@@H](O)COc2cccc(C(F)(F)F)c2)[C@H](O)C[C@@H]1O	-2%	-1
COc1c(O[C@H]2O[C@@H](CO)[C@@H](O)[C@@H](O)[C@@H]2O)cc2c(c1OC)-c1ccc(SC)c(=O)cc1[C@H](NC(C)=O)CC2	-3%[51.4 µM]	3
CCc1ccc(S(=O)(=O)O)cc1	-7%	-2
C[N+](C)(C)CC[N+]1(C)Cc2c(Cl)c(Cl)c(Cl)c(Cl)c2C1	-7%	0
COc1ccc([C@@H]2CC(=O)c3c(O)cc(O[C@H]4O[C@@H](CO[C@H]5O[C@@H](C)[C@@H](O)[C@@H](O)[C@@H]5O)[C@@H](O)[C@@H](O)[C@@H]4O)cc3O2)cc1O	0%[51.4 µM]	3
CCCCCCCCCCCCSCCOCCO	3%	0
C[N+]12CCC(CC1)[C@@H](OC(=O)C(O)(c1ccccc1)c1ccccc1)C2	0%[51.4 µM]	0
CCC(=O)O[C@@H]1[C@H](C)O[C@H](O[C@H]2[C@@H](N(C)C)[C@H](O)[C@@H](O[C@@H]3[C@@H](CC=O)C[C@@H](C)[C@@H](O)/C=C\C=C/C[C@@H](C)OC(=O)C[C@@H](OC(=O)CC)[C@H]3OC)O[C@H]2C)C[C@]1(C)O	2%[51.4 µM]	1
CO[C@H]1[C@@H](OC(N)=O)[C@H](O)[C@@H](Oc2ccc3c(O)c(NC(=O)c4ccc(O)c(CC=C(C)C)c4)c(=O)oc3c2C)OC1(C)C	-4%[51.4 µM]	1
COc1cc(C2c3cc4c(cc3C(O[C@@H]3OC5COC(c6cccs6)OC5C(O)C3O)C3COC(=O)C23)OCO4)cc(OC)c1O (stereo not given in full)	4%	-5
Cc1cccc(C)c1NC(=O)C[N+](C)(C)C	0%	-1
COc1cc(OC)cc(OC)c1	0%	0
O=C(Oc1ccccc1C(=O)O)c1ccccc1O	2%	5
C=CCSSSCC=C	-7%	0
CO[C@]1(NC(=O)C2SC(=C(C(N)=O)C(=O)O)S2)C(=O)N2C(C(=O)O)=C(CSc3nnnn3C)CS[C@H]21 (stereo not given in full)	-4%[51.4 µM]	6

# Source: PubChem (National Center for Advancing Translational Sciences (NCATS))

# The list is partial, so the mix of outcomes need not match the whole.
